CHO-K1 Ca antag – M1 antagonist counterscreen hit in parental CHO-K1 cells; AID 602250; actives 0.6% (n = 360,000); ATP-induced calcium, Fluo-8 fluorescence; inhibition, % at 3 µM;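 active = inhibition above a per-plate cutoff, the plate's mean sample inhibition plus 3 SD, cut at about 24% in these data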;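 note: 0% = DMSO plus EC80 ATP and 100% = DMSO alone without ATP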
V1R ag counter – counter-screen for oxytocin receptor agonists: human V1a receptor agonists; actives 0.25% (n = 320,000); CHO-V1R cells, Fluo-8 calcium fluorescence, agonist mode; 0% DMSO, 100% 3 nM vasopressin; P37288; activation, % at 3 µM;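 active = activation above the mean activation of all tested compounds plus 3 SD, per screening run, cut at about 20% in these data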;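 note: signal is peak over basal fluorescence ratio across a 100 second FLIPR read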
Target sequence (P37288 whole entry, looked up): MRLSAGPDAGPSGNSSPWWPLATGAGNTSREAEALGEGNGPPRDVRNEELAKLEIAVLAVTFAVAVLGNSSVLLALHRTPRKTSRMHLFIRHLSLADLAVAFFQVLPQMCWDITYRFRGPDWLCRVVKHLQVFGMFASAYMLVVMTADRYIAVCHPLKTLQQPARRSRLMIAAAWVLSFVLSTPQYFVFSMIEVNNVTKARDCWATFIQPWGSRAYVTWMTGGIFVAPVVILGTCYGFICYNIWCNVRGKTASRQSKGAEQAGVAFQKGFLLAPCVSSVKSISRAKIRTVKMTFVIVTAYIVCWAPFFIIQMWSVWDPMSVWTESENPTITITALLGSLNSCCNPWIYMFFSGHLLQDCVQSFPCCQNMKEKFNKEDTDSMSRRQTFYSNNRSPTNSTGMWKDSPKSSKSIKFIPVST
GPR7 antagonist – human neuropeptides B/W receptor 1 antagonism; GPR7-expressing cells, fluorescence antagonist assay; inhibition, % at 4.4 µM; actives 1.1% (n = 290,000); AID 1861; in the data active = inhibition above about 16%, passing the limit was not always enough;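 note: cells stimulated with the agonist NPW; 0% = agonist with vehicle and 100% = vehicle without agonist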
Target sequence (P48145 whole entry, looked up): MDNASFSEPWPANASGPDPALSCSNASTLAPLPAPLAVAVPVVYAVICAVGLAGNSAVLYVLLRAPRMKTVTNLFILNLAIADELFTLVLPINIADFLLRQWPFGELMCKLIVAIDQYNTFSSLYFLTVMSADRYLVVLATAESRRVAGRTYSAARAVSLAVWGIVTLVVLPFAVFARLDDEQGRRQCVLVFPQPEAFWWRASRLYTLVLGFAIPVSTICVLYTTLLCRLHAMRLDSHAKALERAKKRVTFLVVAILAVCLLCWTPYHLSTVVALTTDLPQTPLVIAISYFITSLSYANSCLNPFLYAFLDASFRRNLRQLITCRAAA
CHO-K1 Ca PAM – counter-screen for M1 PAMs: effect in parental CHO-K1 cells | activation, % at 3 µM | ATP EC20, Fluo-8 calcium fluorescence; 0% at ATP EC20, 100% at ATP max | actives 0.02% (n = 360,000);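 active = activation above the run cutoff, the mean activation of all test compounds plus 3 SD, cut at about 40% in these data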;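 note: peak over basal fluorescence ratio in a 140 s read after ATP addition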
CHO-K1 Ca ag – M1 agonist counterscreen hit in parental CHO-K1 cells. activation, % at 3 µM. AID 602248. actives 0.48% (n = 360,000). Fluo-8 calcium fluorescence; scaled to maximal ATP response, vehicle zero; in the data active = activation above about 15%;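 note: untransfected CHO-K1 host cells lacking M1 receptor as counterscreen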
CHO parental Ca – counter-screen: ATP calcium response change in parental CHO cells. actives 0.63% (n = 330,000). inhibition, % at 5.6 µM. parental CHO-K1, ATP-induced calcium, Fluo-8 fluorescence;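 active = inhibition above that plate's mean sample inhibition plus 3 SD, cut at about 26% in these data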;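 note: 0% = ATP-challenged DMSO wells and 100% = DMSO wells without ATP; some compounds past the cut are filed as inactive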
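Assay system: parental CHO cells; Read-out basis: percent inhibition of ATP-evoked calcium rise, normalized to controls; Benchmarks: ATP and no-ATP DMSO wells; Compound dosing: single nominal dose of 5.6 µM per compound; Signal: Fluo-8 calcium dye fluorescence; Also added: ATP as calcium-mobilizing challenge; Repeats: singlicate.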
OXTR agonist – agonists of human oxytocin receptor; CHO-OTR cells, Fluo-8 calcium fluorescence; normalized: DMSO 0%, oxytocin 100%; activation, % at 3 µM; actives 0.32% (n = 320,000);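 active = activation above the mean of all tested compounds plus 3 SD, cutoff set per screening run, cut at about 20% in these data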;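 note: peak over basal fluorescence ratio from a 100 s FLIPR kinetic read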
TAAR1 antagonist – antagonists of human TAAR1. Q96RJ0. CHO RD-HGA16 TAAR1, Fluo-8 calcium fluorescence, antagonist. inhibition, % at 3 µM. actives 1.5% (n = 360,000). AID 624466;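 active = inhibition above a per-plate cutoff, the mean inhibition of test compounds on that plate plus 3 SD, cut at about 49% in these data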;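 note: 0% = DMSO plus EC80 beta-PEA response and 100% = DMSO alone without agonist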
Target sequence (Q96RJ0 whole entry, looked up): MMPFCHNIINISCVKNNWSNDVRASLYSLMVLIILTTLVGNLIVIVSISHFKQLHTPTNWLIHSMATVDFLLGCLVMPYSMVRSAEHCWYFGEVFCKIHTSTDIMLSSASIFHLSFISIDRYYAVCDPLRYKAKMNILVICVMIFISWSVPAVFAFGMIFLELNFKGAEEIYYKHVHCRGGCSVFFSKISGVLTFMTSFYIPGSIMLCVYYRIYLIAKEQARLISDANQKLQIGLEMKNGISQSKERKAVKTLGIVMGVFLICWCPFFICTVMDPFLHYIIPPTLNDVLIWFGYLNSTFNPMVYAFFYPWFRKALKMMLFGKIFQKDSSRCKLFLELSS
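Test system – hTAAR1-expressing CHO RD-HGA16 cells, Gα16-coupled · Reagent – β-PEA at EC80 concentration, post-compound challenge · Compound dosing – 3 µM, single point · Timing – 140 s kinetic read after compound, 140 s after agonist · Detection – Fluo-8 intracellular calcium dye fluorescence, real-time kinetic reads · Control set – DMSO and EC80 PEA controls · Repeats – n of 1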
OXTR potentiator – human OXTR potentiation. CHO-OTR cells, Fluo-8 calcium fluorescence, potentiator mode; 0% = oxytocin EC15, 100% = EC100. activation, % at 3 µM. actives 0.061% (n = 320,000). AID 2445;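 active = activation above that plate's cutoff, the mean activation of tested compounds plus 3 SD, cut at about 6.6% in these data, passing the limit was not always enough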;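 note: 100% uses oxytocin at 75 nM as the full agonist control; some results filed as inactive read as strong as hits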
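Assay system: CHO cell line stably expressing human OTR. Reagent: EC15 oxytocin agonist. Dosing: single dose, 3.0 µM nominal final compound concentration. Timing: compound 6 min at room temperature before oxytocin, 100 s read. Signal: kinetic Fluo-8 calcium fluorescence. Controls: oxytocin EC15 low and EC100 high.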
Starred values were filed as active, the others as inactive; / = no result given.

1: CCOC(=O)C1(Cc2ccccc2)C(=O)Nc2ccccc21 (stereo unspecified)
2: CC(C)CN(C(=O)c1nn(C)c(=O)c2ccccc12)c1nc2ccccc2s1
3: O=[N+]([O-])c1cccc(CSc2nnc(Cc3ccccc3)n2-c2ccc(F)cc2)c1
4: CC(C)=CC(=O)OCC(=O)Nc1ccc(SC(F)F)cc1
5: S=C(NN=C1CCN(Cc2ccccc2)CC1)NC1CCCCC1
6: CCOc1ccc(C(=O)C2CCN(CC(=O)Nc3nccs3)CC2)cc1
7: Cc1ccc(NS(=O)(=O)c2cc(C(=O)NCCSc3ccc(C)cc3)ccc2C)cc1
8: Cc1cc(-n2ccc(=O)[nH]c2=O)nc(-c2ccccc2)n1

screen / no. | 1 | 2 | 3 | 4 | 5 | 6 | 7 | 8
CHO-K1 Ca antag | -4 | 8 | -9 | 7 | -8 | -12 | -16 | 4
V1R ag counter | 0.2 | 0.3 | -0.7 | 3.8 | 0.0 | 4.1 | 1.2 | -0.8
GPR7 antagonist | / | -12 | 18 | 14 | -5 | -6 | -10 | -10
CHO-K1 Ca PAM | 8 | 4 | 24 | 18 | -6 | -1 | 22 | 11
CHO-K1 Ca ag | -0.1 | -0.2 | -0.5 | 0.3 | 0.2 | 2.4 | 1.0 | 0.3
CHO parental Ca | 2 | -13 | -23 | 8 | -10 | -11 | 2 | -3
OXTR agonist | -2.4 | -0.8 | -1.4 | -0.9 | -0.3 | 1.1 | -0.5 | -0.7
TAAR1 antagonist | -20 | -4 | -10 | -10 | -2 | -17 | 15 | -10
OXTR potentiator | 1 | -2 | -17 | 1 | 0 | -1 | -1 | 1

9: Cc1ccc(/C=N/n2c(COc3ccccc3)n[nH]c2=S)o1
10: Cc1ccc(NC(=O)CCN2C(=O)c3ccccc3C2=O)cc1C
11: CCOc1ccc(C(=O)N[C@H](C(=O)Nc2ccc(OC)c(S(=O)(=O)N3CCOCC3)c2)C(C)C)cc1
12: CN1CCN(Cc2c(C(=O)N/N=C/c3cccc(Br)c3)nnn2-c2nonc2N)CC1
13: COc1ccccc1NC(=O)Nc1nc(CC(=O)N2CCN(c3ccccc3F)CC2)cs1
14: CN(C)/C=C/C(=O)c1ccccc1F
15: O=C(OCc1cc2ccccc2[nH]c1=O)c1cccnc1
16: Cc1ccc(S(=O)(=O)Nc2nc(C)c(C(=O)N/N=C/c3ccccc3)s2)cc1

screen / no. | 9 | 10 | 11 | 12 | 13 | 14 | 15 | 16
CHO-K1 Ca antag | -4 | -11 | 13 | -12 | 3 | -4 | 23 | -1
V1R ag counter | -0.7 | 0.3 | 0.2 | 4.0 | -1.2 | -0.4 | 0.6 | 0.3
GPR7 antagonist | 2 | 0 | -21 | 7 | / | -14 | 1 | 0
CHO-K1 Ca PAM | 10 | 18 | -18 | 8 | -24 | 14 | -7 | 15
CHO-K1 Ca ag | 0.0 | 3.5 | -1.1 | 1.9 | 5.0 | 0.9 | 0.0 | 0.3
CHO parental Ca | -3 | -13 | -30 | -5 | -4 | -12 | -1 | -19
OXTR agonist | -1.5 | -1.3 | -2.6 | 1.4 | -0.8 | -0.5 | 0.9 | -1.5
TAAR1 antagonist | -6 | / | 13 | -8 | 65* | 7 | -2 | -8
OXTR potentiator | -4 | 1 | -3 | -6 | -13 | -4 | -3 | -14

17: Cc1cc(=O)n2nc(N3CCCC(C(=O)NCCCN4C(C)CCCC4C)C3)sc2n1 (stereo unspecified)
18: CCCCC[C@@H]1C=C(C(=O)O)[C@H](c2ccc(Br)cc2)N1S(=O)(=O)c1ccc(C)cc1
19: O=c1c(Cc2ccc(F)cc2)c(O)ccn1CCCN1CCOCC1
20: Cc1ccc(NC(=O)N(CCC(=O)O)Cc2ccccc2)cc1
21: COc1ccc(C2/C(=C(/O)c3ccc(C)cc3)C(=O)C(=O)N2c2ccccn2)cc1OC (stereo unspecified)
22: CCCN1CCN(CCCNC(=O)CN2C(=O)COc3ccccc32)CC1
23: O=C(COC(=O)c1ccc(S(=O)(=O)N2CCCCCC2)cc1)NCc1ccc(Cl)cc1
24: COc1ccc(C(CNC(=O)c2c(C)nn(Cc3ccccc3)c2Cl)N2CCOCC2)cc1 (stereo unspecified)

screen / no. | 17 | 18 | 19 | 20 | 21 | 22 | 23 | 24
CHO-K1 Ca antag | -21 | -10 | -20 | -11 | -13 | -4 | -25 | 0
V1R ag counter | / | 0.1 | -0.8 | -2.1 | 0.1 | 0.9 | 1.0 | 0.4
GPR7 antagonist | / | / | -16 | -8 | -5 | 1 | / | /
CHO-K1 Ca PAM | 28 | 14 | 28 | 25 | 17 | -8 | 18 | -17
CHO-K1 Ca ag | 0.0 | 2.0 | -1.1 | 0.6 | 1.0 | -0.2 | 0.5 | 1.2
CHO parental Ca | / | -13 | -1 | -1 | -15 | -3 | -6 | -12
OXTR agonist | / | 0.0 | 0.2 | 0.0 | -0.2 | 1.2 | 0.4 | -1.3
TAAR1 antagonist | -13 | -5 | 5 | -4 | -20 | -2 | -14 | 6
OXTR potentiator | / | -6 | -4 | -2 | -18 | 3 | 1 | -3

25: COC(=O)C1=C(C)N(Cc2ccccc2)C(=O)N[C@H]1CCc1ccccc1
26: CCCCOc1ccc(CN2CCC(O)CC2)cc1
27: O=C(NCc1cccnc1)c1cc(C2CCCCN2S(=O)(=O)c2ccc(F)cc2F)on1 (stereo unspecified)
28: Cc1nnc(NC(=O)c2c(F)cccc2F)s1
29: Cc1ccc(CNC(=O)c2cc(S(=O)(=O)N3CCOCC3)cn2C)cc1
30: CCc1ccccc1NC(=O)CCCSc1nc2ccccc2s1
31: COc1ccc(Cn2c(CCC(=O)NCCC(C)C)nc3ncccc3c2=O)cc1
32: Cc1ccccc1NC(=S)NNC(=O)c1ccco1

screen / no. | 25 | 26 | 27 | 28 | 29 | 30 | 31 | 32
CHO-K1 Ca antag | -14 | -25 | -4 | -9 | 5 | 14 | 8 | 10
V1R ag counter | -0.7 | 1.1 | / | 0.5 | 1.2 | -0.6 | -0.7 | /
GPR7 antagonist | / | -1 | / | 1 | -1 | -6 | 2 | -1
CHO-K1 Ca PAM | 21 | 14 | 1 | 26 | -9 | -11 | -11 | -19
CHO-K1 Ca ag | 1.4 | 0.7 | 2.1 | 0.5 | -0.3 | -0.3 | -0.3 | 0.5
CHO parental Ca | -18 | -15 | / | 1 | -8 | -21 | -20 | /
OXTR agonist | -0.6 | 1.1 | / | 0.0 | -0.3 | -1.4 | -1.8 | /
TAAR1 antagonist | 4 | -1 | -28 | -14 | -13 | -22 | -6 | -28
OXTR potentiator | -2 | -4 | / | -3 | -4 | -3 | -8 | /

33: COc1ccc2cc(C(=O)C3CCCN(Cc4cnc(N5CCOCC5)s4)C3)ccc2c1 (stereo unspecified)
34: Nc1ccc(S(=O)(=O)c2cc(O)c3ccccc3c2O)cc1
35: CCOc1ccc(N2C(=O)CN(C)C2=S)cc1
36: Cc1cc(OC(=O)c2ccccc2Cl)cc(=O)n1C
37: COc1ccc(S(=O)(=O)Nc2ccc3c(c2)C(=O)N([C@H](C)CO)C[C@H](C)[C@H](CN(C)Cc2ccc(C(=O)O)cc2)O3)cc1
38: CN(C)CCNC(=O)c1cccc(-c2cnc3c(NC=O)cc(-c4cccc(C(F)(F)F)c4)cn23)c1
39: Oc1c(CN2CCCC2)cc(COCc2ccccc2)c2cccnc12
40: CNCc1ccccc1OCc1ccccc1F

screen / no. | 33 | 34 | 35 | 36 | 37 | 38 | 39 | 40
CHO-K1 Ca antag | -12 | -13 | 4 | -5 | -12 | 1 | 6 | -16
V1R ag counter | 3.8 | / | -0.1 | -0.4 | -0.7 | / | 0.1 | 2.3
GPR7 antagonist | -3 | / | -7 | -13 | / | / | / | -4
CHO-K1 Ca PAM | 17 | 10 | 8 | 12 | 20 | 10 | -10 | 16
CHO-K1 Ca ag | 5.4 | 0.3 | 0.3 | 0.2 | 0.5 | 0.9 | 2.6 | 2.9
CHO parental Ca | -12 | / | -11 | -3 | -9 | / | -27 | -10
OXTR agonist | 2.4 | / | -1.2 | -0.7 | 0.0 | / | 0.8 | 1.0
TAAR1 antagonist | 7 | -4 | -1 | -9 | 16 | 5 | -25 | -17
OXTR potentiator | -6 | / | -5 | -7 | -7 | / | -3 | -6

41: O=c1oc2ccccc2c(NCc2ccccc2F)c1[N+](=O)[O-]
42: CC1(C)CC(CCN(Cc2ccccc2)C(=O)c2ccco2)(c2ccccc2)CCO1 (stereo unspecified)
43: N#Cc1ccccc1OCC(=O)Nc1cccc(S(=O)(=O)N2CCCCCC2)c1
44: Cc1cc(/C=C(\C#N)C(=O)Nc2ccccc2)c(C)n1-c1ccc(C(=O)O)cc1

screen / no. | 41 | 42 | 43 | 44
CHO-K1 Ca antag | 15 | 3 | -10 | 7
V1R ag counter | 3.9 | -1.4 | 11 | 0.2
GPR7 antagonist | -9 | 3 | / | -11
CHO-K1 Ca PAM | -11 | 18 | 0 | -14
CHO-K1 Ca ag | 1.1 | 2.1 | 8.7 | 0.2
CHO parental Ca | -7 | -19 | 4 | -8
OXTR agonist | 1.3 | -1.7 | 7.2 | -0.1
TAAR1 antagonist | 0 | 46 | 53* | 5
OXTR potentiator | 4 | -13 | -12 | -1

Structures shown so far containing an aryl methoxy group, in the order listed:
11: CCOc1ccc(C(=O)N[C@H](C(=O)Nc2ccc(OC)c(S(=O)(=O)N3CCOCC3)c2)C(C)C)cc1
13: COc1ccccc1NC(=O)Nc1nc(CC(=O)N2CCN(c3ccccc3F)CC2)cs1
21: COc1ccc(C2/C(=C(/O)c3ccc(C)cc3)C(=O)C(=O)N2c2ccccn2)cc1OC (stereo unspecified)
24: COc1ccc(C(CNC(=O)c2c(C)nn(Cc3ccccc3)c2Cl)N2CCOCC2)cc1 (stereo unspecified)
31: COc1ccc(Cn2c(CCC(=O)NCCC(C)C)nc3ncccc3c2=O)cc1
33: COc1ccc2cc(C(=O)C3CCCN(Cc4cnc(N5CCOCC5)s4)C3)ccc2c1 (stereo unspecified)
37: COc1ccc(S(=O)(=O)Nc2ccc3c(c2)C(=O)N([C@H](C)CO)C[C@H](C)[C@H](CN(C)Cc2ccc(C(=O)O)cc2)O3)cc1

screen / no. | 11 | 13 | 21 | 24 | 31 | 33 | 37
CHO-K1 Ca antag | 13 | 3 | -13 | 0 | 8 | -12 | -12
V1R ag counter | 0.2 | -1.2 | 0.1 | 0.4 | -0.7 | 3.8 | -0.7
GPR7 antagonist | -21 | / | -5 | / | 2 | -3 | /
CHO-K1 Ca PAM | -18 | -24 | 17 | -17 | -11 | 17 | 20
CHO-K1 Ca ag | -1.1 | 5.0 | 1.0 | 1.2 | -0.3 | 5.4 | 0.5
CHO parental Ca | -30 | -4 | -15 | -12 | -20 | -12 | -9
OXTR agonist | -2.6 | -0.8 | -0.2 | -1.3 | -1.8 | 2.4 | 0.0
TAAR1 antagonist | 13 | 65* | -20 | 6 | -6 | 7 | 16
OXTR potentiator | -3 | -13 | -18 | -3 | -8 | -6 | -7
